Screens from PubChem BioAssay.
MEKK2mut PB1 HTS: MEK5 binding signal on mutant MEKK2 PB1, primary screen, biochemical, multiplex bead flow cytometry, Alexa488-MEK5 | Alexa488-MEK5 binding to MEKK2 mutant | percent response, % at 10 µM | 290,000 compounds, 0.35% hits; in the data active = percent response above about 24%, passing the limit was not always enough; also: inactives centre near 1; some results filed as inactive read as strong as hits
SUMO HTRF inh: inhibitors of in vitro SUMOylation cascade, primary screen, biochemical, HTRF, uHTS. SUMO-conjugating enzyme UBC9 (Homo sapiens), P63279. HTRF SUMOylation assay, SAE1/SAE2 + UBC9. inhibition, % at 35 µM. 290,000 compounds, 0.36% hits. AID 2006, 2009; in the data active = inhibition above about 50%, passing the limit was not always enough; also: strong numbers were not always called active
Target sequence (P63279 whole entry, looked up): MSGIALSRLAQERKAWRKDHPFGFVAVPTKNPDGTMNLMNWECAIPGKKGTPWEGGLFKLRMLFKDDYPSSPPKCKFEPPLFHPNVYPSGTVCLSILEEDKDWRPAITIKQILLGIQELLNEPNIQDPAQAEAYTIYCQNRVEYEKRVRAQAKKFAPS
GalR3 antag: GalR3 antagonists in HEK293 cells, primary screen, cell-based, fluorescence readout | HEK293 GalR3-CNG cAMP membrane potential fluorescence; galR3 body fused to GalR1 C-terminus | inhibition, % at 3 µM | 360,000 compounds, 0.44% hits;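 active = inhibition above the screen-wide average plus 3 SD, cut at about 13% in these data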;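 also: forskolin and galanin both at EC90 stimulate the cells; cAMP rise reported by CNG channel membrane potential dye signal; 0% = forskolin plus galanin with DMSO and 100% = forskolin alone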
Target sequence (O60755 1-299 limits assumed): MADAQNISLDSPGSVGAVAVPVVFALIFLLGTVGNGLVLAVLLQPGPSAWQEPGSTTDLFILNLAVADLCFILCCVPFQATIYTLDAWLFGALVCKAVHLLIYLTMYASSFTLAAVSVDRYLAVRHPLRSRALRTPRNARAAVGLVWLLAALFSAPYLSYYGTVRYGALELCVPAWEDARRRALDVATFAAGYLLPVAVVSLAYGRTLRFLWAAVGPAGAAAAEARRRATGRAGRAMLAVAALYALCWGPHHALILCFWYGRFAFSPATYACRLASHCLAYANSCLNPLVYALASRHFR
CRFR2-BP ag: agonists of CRF-BP/CRF-R2 complex, primary screen, cell-based, HEK293, calcium dye fluorescence, uHTS. calcium dye fluorescence (FLIPR); percent of saturating CRF peptide response. activation, % at 13.2 µM. 350,000 compounds, 0.46% hits;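 active = activation of at least 50%, plus an integration ratio under a set limit after plate pattern correction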;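 also: plate controls were neutral control wells without compound for no effect and CRF at EC100 for full effect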
MEKK3 PB1 HTS: modulators of MEKK3-MEK5 PB1 binding, primary screen, biochemical, wildtype MEKK3, multiplex bead flow cytometry, Alexa488-MEK5 | 290,000 compounds, 1.4% hits | binding response (% of control), % at 10 µM | bead-based flow cytometry, Alexa488-MEK5 binding to MEKK3; actives lie on both sides; 0 = blocked by unlabeled MEK5, 100 = vehicle | Mitogen-activated protein kinase kinase kinase 3 (Homo sapiens), Q99759 | AID 1529, 2009;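 active = binding response more than 3 SD above or below the average of its plate-row segment, actives on both sides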;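 also: Alexa488 bead fluorescence after subtracting the streptavidin-only scavenger bead signal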
Target sequence (Q99759 whole entry, looked up): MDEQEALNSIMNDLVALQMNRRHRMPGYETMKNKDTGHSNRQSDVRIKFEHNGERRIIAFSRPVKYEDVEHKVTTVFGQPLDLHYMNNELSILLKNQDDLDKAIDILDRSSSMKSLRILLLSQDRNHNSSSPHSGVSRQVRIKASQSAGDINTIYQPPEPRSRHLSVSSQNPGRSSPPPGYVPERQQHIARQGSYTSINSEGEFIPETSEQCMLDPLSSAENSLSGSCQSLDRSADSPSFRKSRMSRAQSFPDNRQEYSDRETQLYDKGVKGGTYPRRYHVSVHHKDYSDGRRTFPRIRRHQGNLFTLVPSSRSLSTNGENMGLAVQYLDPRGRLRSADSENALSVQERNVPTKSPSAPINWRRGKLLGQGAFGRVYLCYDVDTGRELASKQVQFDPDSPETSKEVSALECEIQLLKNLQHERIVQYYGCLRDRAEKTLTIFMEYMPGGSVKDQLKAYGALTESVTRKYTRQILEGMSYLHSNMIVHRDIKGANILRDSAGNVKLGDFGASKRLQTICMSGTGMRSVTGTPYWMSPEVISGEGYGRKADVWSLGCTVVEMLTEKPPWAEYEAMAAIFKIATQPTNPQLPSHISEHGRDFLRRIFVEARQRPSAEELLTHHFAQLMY
MEKK2 WT-MEK5: modulators of MEK5 binding to wildtype MEKK2, primary screen, biochemical, multiplex bead flow cytometry, Alexa488-MEK5; Mitogen-activated protein kinase kinase kinase 2 (Homo sapiens), Q9Y2U5; Alexa488-MEK5 binding to MEKK2 WT; actives lie on both sides; binding response (% of control), % at 10 µM; 290,000 compounds, 1.1% hits; in the data active = binding response below about 67% or above about 130%
FID counter: compounds displacing fluorescent DNA intercalator, primary screen, artefact control for HCV NS3 helicase inhibitor project, biochemical, FID fluorescence; DNA fluorescent intercalator displacement; inhibition, % at 7.9 µM; 290,000 compounds, 0.17% hits; in the data active = inhibition above about 37%;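 also: 0% = vehicle and 100% = reference compound; higher means more ethidium bromide displaced from hairpin DNA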
NS3 helicase inh: inhibitors of HCV NS3 helicase, primary screen, biochemical, Cy5 molecular beacon fluorescence | Hepatitis C virus NS3 helicase | NS3 helicase DNA unwinding | inhibition, % at 10.9 µM | 290,000 compounds, 0.56% hits;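 active = inhibition above the mean of all tested compounds plus 3 SD, set per campaign, cut at about 35% in these data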;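 also: 0% = DMSO wells and 100% = thioflavine S control wells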
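assay system = NS3 helicase fragment of HCV | buffer or medium = MOPS pH 6.5, MgCl2, DTT, Tween20, BSA | timing = 60 min unwinding reaction at 25 °C after ATP addition | signal = Cy5 beacon fluorescence read at start and 1 h | read-out basis = % inhibition of unwinding | control set = low DMSO, high thioflavine S at 110 µM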
CRFR2-BP antag: antagonists of CRF-BP/CRF-R2 complex, primary screen, cell-based, HEK293, calcium dye fluorescence, uHTS. 350,000 compounds, 0.59% hits. CRF-induced calcium fluorescence. inhibition, % at 11.8 µM;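 active = inhibition of the ligand-induced calcium signal above about 50% at the single tested concentration, limit read from the data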
An asterisk follows results filed as active; nt = no result given. Some of the compounds tested. The share of hits here may be higher or lower than overall.

| structure | SUMO HTRF inh | CRFR2-BP antag | MEKK3 PB1 HTS | MEKK2mut PB1 HTS | MEKK2 WT-MEK5 | FID counter | NS3 helicase inh | GalR3 antag | CRFR2-BP ag |
| --- | --- | --- | --- | --- | --- | --- | --- | --- | --- |
| COc1ccc(-n2nc(C(=O)NCC(=O)Nc3cc(OC)c(OC)c(OC)c3)c3ccccc3c2=O)cc1OC | 8 | 0 | 105 | 6 | 107 | -42 | -18 | -6 | -0.9 |
| FC(F)(F)c1cccc(N/N=C/c2ccccc2)c1 | 3 | 16 | 101 | 27 | 143* | 3 | -3 | -4 | -3.4 |
| Cn1c(-c2sc3cc(C(F)(F)F)cnc3c2-c2ccccn2)n[nH]c1=S | 21 | 7 | 109 | 7 | 105 | -11 | -2 | 3 | 3.6 |
| S=c1[nH]c2ccccc2n1Cc1ccccc1 | -1 | -10 | 103 | 2 | 109 | -7 | -3 | -14 | -1.0 |
| COc1cc(N=C2C(=O)N3CCCc4cccc2c43)cc(OC)c1 | 7 | -7 | 105 | -1 | 92 | -9 | -39 | 1 | -2.0 |
| CCOCCc1c(O)nc(SCC(=O)NCc2ccco2)[nH]c1=O | 12 | 0 | 103 | 2 | 106 | 0 | -1 | -4 | 0.3 |
| COc1ccc(NC(=O)c2cccc(NC(=O)C(C)C)c2)c([N+](=O)[O-])c1 | 7 | -14 | 92 | 11 | 93 | -6 | 11 | -5 | -4.7 |
| Cc1cc(C)nc(NC(=O)c2cccs2)c1 | 0 | 1 | 101 | 3 | 106 | -24 | -8 | -3 | -1.1 |
| c1cc2cn[nH]c2cc1NC1CCCCCC1 | 26 | 1 | 106 | 4 | 109 | 6 | 7 | 0 | -0.6 |
| COc1ccc(-n2nc(C(=O)Nc3ccc(OC)c(OC)c3)c3c4ccccc4n(C)c3c2=O)cc1 | 50 | 8 | 95 | -4 | 87 | -2 | -3 | -5 | 6.8 |
| O=C(Nc1cccc(Cl)c1)c1ccc2c(c1)SC1=NS(=O)(=O)CCN12 | -1 | -22 | 85 | -16 | 82 | 3 | 3 | -1 | -0.5 |
| COc1cc(N)ccc1-c1cc2ccccc2oc1=O | 10 | -1 | 97 | 5 | 102 | -7 | -3 | -8 | -1.3 |
| COc1cccc(C(=O)c2sc(NC(C)C)nc2N)c1 | 11 | 1 | 100 | 7 | 100 | -12 | -1 | -2 | 0.0 |
| O=C1NC(c2ccccc2)=C(c2ccccc2)C1=O | -20 | -12 | 88 | -3 | 88 | 7 | 2 | -4 | -2.6 |
| Cc1cccc2nc(CNc3ccc(F)cc3)cn12 | 25 | -4 | 98 | 3 | 96 | -2 | 0 | 4 | 0.2 |
| COc1cc2c(c(OC)c1CC=C(C)C)C[C@H](c1ccc(O)cc1O)CO2 | nt | -5 | 103 | 1 | 101 | nt | nt | 0 | -0.2 |
| Cc1sc2nc(COC(=O)c3ccc(N4CCCC4)c([N+](=O)[O-])c3)[nH]c(=O)c2c1C | 16 | -18 | 101 | 12 | 116 | -4 | 15 | 1 | 21 |
| O=C(COc1cccc(C(F)(F)F)c1)Nc1ccc2[nH]ncc2c1 | 12 | -1 | 99 | 3 | 100 | -7 | -6 | -2 | -0.4 |
| NC(=O)c1ccccc1NC(=O)c1ccc2c(c1)OCO2 | 9 | -22 | 103 | -4 | 101 | 0 | -6 | -5 | 3.3 |
| CCCCn1c(SCC(=O)N(CC)C2CCS(=O)(=O)C2)nc2cc(S(N)(=O)=O)ccc21 (stereo not drawn) | 4 | -13 | 103 | -2 | 99 | -30 | 4 | -6 | -2.0 |
| Cc1ccc(C(OCC(O)CNC(C)c2ccccc2)c2ccccc2)cc1 (stereo not drawn) | -12 | -13 | 105 | -6 | 114 | 24 | -65 | -11 | 4.9 |
| Cc1ccc(C(=O)NCCNC(=O)Cc2ccccc2)cn1 | 12 | 9 | 98 | 4 | 97 | -3 | 5 | -1 | 0.2 |
| COC(=O)c1sccc1NC(=O)CSc1ccccc1N | 15 | 27 | 103 | 0 | 98 | -3 | 4 | -4 | -1.8 |
| C=CCn1c(COc2ccccc2F)nnc1SCC(=O)NC(=O)NCc1ccco1 | 8 | 1 | 92 | -3 | 93 | -29 | 10 | -6 | -0.8 |
| CCOC(=O)c1sc(NC(=O)CN2CC(C)OC(C)C2)nc1C (stereo not drawn) | -16 | 11 | 95 | -15 | 93 | -16 | 18 | -10 | -0.4 |
| O=[N+]([O-])c1cc(-n2cccc2)ccc1N1CCOCC1 | 17 | -8 | 65 | -9 | 69 | -1 | 6 | 2 | 0.1 |
| CC(C)(C)N(CC(=O)NC1CCCCC1)C(=O)CS(=O)CC(=O)Nc1ccc(F)cc1 (stereo not drawn) | 10 | 0 | 99 | -2 | 99 | -30 | 6 | 2 | 0.5 |
| NC(Cc1ccccc1)C(O)(c1ccccc1)c1ccccc1 (stereo not drawn) | -11 | -68 | 99 | -10 | 96 | 4 | -13 | -7 | -0.6 |
| N#CCCCn1c(-c2ccccc2)noc1=O | -10 | -2 | 108 | 6 | 107 | 0 | -2 | -6 | -0.8 |
| Cc1cc(C(=O)NC2CCCc3c2cnn3-c2ccc(C)c(C)c2)no1 (stereo not drawn) | 10 | -19 | 97 | -1 | 98 | -42 | -7 | 0 | 6.2 |
| O=C(CNC(=O)c1cccc(Br)c1)N/N=C/c1cccs1 | 8 | 7 | 106 | 6 | 107 | -4 | -6 | -13 | -4.5 |
| Cc1cc(C)c(CN2CCC(n3nccc3NC(=O)c3ccccc3Cl)CC2)cc1C | 11 | -19 | 105 | 12 | 115 | 18 | -16 | 0 | 4.7 |
| CCOC(=O)C(=O)/C(=C\N(C)C)c1onc(-c2c(Cl)cccc2Cl)c1C(=O)OC | -6 | 11 | 97 | 7 | 100 | -24 | 14 | 1 | -0.3 |
| CCOC(=O)C1=C(CSc2nc3ccccc3s2)NC(=O)NC1c1cccc([N+](=O)[O-])c1 (stereo not drawn) | 22 | -22 | 103 | 1 | 95 | 0 | 1 | -4 | -1.1 |
| Cc1ccc(C(=O)Nc2nc(C(C)(C)C)cs2)s1 | 2 | 24 | 95 | -3 | 103 | -2 | 8 | -6 | 0.1 |
| Cc1cccc(NC(=S)N(C)C2CCCCC2)c1 | -2 | 8 | 99 | -2 | 95 | -5 | 12 | -4 | -1.5 |
| CCc1ccc2[nH]cc(C(=O)OCCOC)c(=O)c2c1 | 40 | -1 | 101 | 7 | 100 | 0 | 5 | -3 | -1.4 |
| Cc1ccc(Sc2nnc(-c3ccccc3)cc2C#N)cc1 | -2 | -8 | 96 | -1 | 99 | -1 | 1 | -4 | 0.3 |
| COc1ccc(C(=O)NCCN2CCCC2)cc1[N+](=O)[O-] | 9 | -1 | 106 | 3 | 115 | 1 | -3 | 0 | -0.6 |
| Cc1sc2ncn(CC(=O)Nc3ccccc3F)c(=O)c2c1-c1ccccc1 | 2 | 2 | 91 | -2 | 94 | -10 | -1 | -2 | -0.1 |
| Cn1c(/C=N/O)nc2ccccc21 | 21 | -2 | 93 | -11 | 93 | -4 | -14 | 0 | 6.2 |
| CCc1ccc(S(=O)(=O)Nc2cccc(-c3ccc4nncn4n3)c2)s1 | 29 | -2 | 95 | -13 | 79 | -12 | -7 | -5 | -1.2 |
| CC(C)CNC(=O)c1ccccc1NC(=O)c1ccccc1N(C)S(C)(=O)=O | 12 | -8 | 106 | 9 | 99 | -9 | -1 | -1 | -2.5 |
| CCOC(=O)C1=C(C)NC2=C(C(=O)CCC2)C1c1cccs1 (stereo not drawn) | 25 | -2 | 97 | -4 | 101 | 1 | -7 | 4 | -7.2 |
| COc1cc(O)c(C(CC(=O)N2CCOCC2)c2cc(OC)c(OC)c(OC)c2)c(OC)c1 (stereo not drawn) | 12 | 25 | 126 | 3 | 154* | nt | nt | -4 | -1.1 |

Structural class: the compounds so far with a cyano group (2)
| structure | SUMO HTRF inh | CRFR2-BP antag | MEKK3 PB1 HTS | MEKK2mut PB1 HTS | MEKK2 WT-MEK5 | FID counter | NS3 helicase inh | GalR3 antag | CRFR2-BP ag |
| --- | --- | --- | --- | --- | --- | --- | --- | --- | --- |
| N#CCCCn1c(-c2ccccc2)noc1=O | -10 | -2 | 108 | 6 | 107 | 0 | -2 | -6 | -0.8 |
| Cc1ccc(Sc2nnc(-c3ccccc3)cc2C#N)cc1 | -2 | -8 | 96 | -1 | 99 | -1 | 1 | -4 | 0.3 |

Other entries follow:
| structure | SUMO HTRF inh | CRFR2-BP antag | MEKK3 PB1 HTS | MEKK2mut PB1 HTS | MEKK2 WT-MEK5 | FID counter | NS3 helicase inh | GalR3 antag | CRFR2-BP ag |
| --- | --- | --- | --- | --- | --- | --- | --- | --- | --- |
| Cc1cc(OC(C)C(=O)NCc2ccccn2)c2c(C)c(Cc3ccccc3)c(=O)oc2c1 (stereo not drawn) | 4 | -6 | 102 | 3 | 102 | -36 | -10 | -6 | -1.4 |
| CC(C)(C)c1ccc(-c2noc(-c3ccc4c(c3)CCO4)n2)cc1 | 7 | -13 | 119 | 20 | 112 | -4 | 8 | -2 | 5.3 |
| COc1ccc(CSc2nc(C)cc(C)c2S(C)(=O)=O)cc1 | 4 | 30 | 109 | -42 | 101 | -24 | -11 | -8 | 0.3 |
| CCCC(=O)Nc1ccc2c(c1)nc(CN1CCCCC1)n2C | 18 | 8 | 100 | -2 | 101 | -5 | 0 | -3 | -2.3 |
| CC1(C)CC(=O)C2=C(C1)N(c1ccc(F)cc1)C(=O)C2(NC(=O)c1ccccc1F)C(F)(F)F (stereo not drawn) | -14 | 3 | 95 | 0 | 106 | -4 | -4 | -7 | -2.6 |
| O=C(NC(NC(=S)Nc1ccc(Cl)cc1)C(Cl)(Cl)Cl)c1ccco1 (stereo not drawn) | -16 | -8 | 105 | 14 | 111 | -1 | -2 | -10 | 4.6 |
| CC(=O)NCCc1nc2cc(NS(=O)(=O)c3ccc(Cl)cc3)ccc2n1C | 10 | -9 | 104 | 3 | 102 | -20 | 37* | -8 | -0.2 |
| CCN(CC)CCN(C(=O)C1=COCCO1)c1nc2cc(C)cc(C)c2s1 | 0 | -12 | 100 | 10 | 117 | 18 | -73 | -9 | -1.9 |
| Oc1ccc(/C=C/c2ccc3cccc(O)c3n2)cc1Br | 6 | -28 | 103 | 4 | 101 | 6 | -2 | -6 | 26 |
| O=C1CCC(C(=O)N2CCc3ccccc3C2)CN1CCCN1CCOCC1 (stereo not drawn) | 9 | 8 | 105 | 10 | 106 | -4 | 12 | -2 | 1.1 |
| COc1cc(CO)ccc1OCC(=O)Nc1cccc2ccccc12 | 7 | 14 | 104 | 13 | 104 | -25 | -1 | -3 | -2.8 |
| O=C(O)c1ccc2c(c1)CCCN2 | 11 | -7 | 92 | -19 | 93 | -4 | -2 | -3 | 0.1 |
| NC(=O)C(c1cccc(Cl)c1)c1ncc(C(F)(F)F)cc1Cl (stereo not drawn) | -8 | 6 | 98 | -7 | 96 | -17 | 4 | -2 | -1.9 |
